Compound activity as filed in PubChem.
TDP1 cell CPT – DT40-hTDP1 cell growth loss with CPT | 420,000 tested, 12% active | chicken DT40 Tdp1-/-;hTDP1 cells + 20 nM CPT, ATP luminescence, 48 h | AID 686979 | Potency, µM (top dose mostly 46.2 µM), inactives show top-dose activity change, negative = growth inhibition, actives largely listed as inhibitors; also: nearly all actives have a fitted effect of over 55% in size
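Chicken DT40 Tdp1-/- cells complemented with human TDP1, 400 cells/well, exposed to compounds plus 20 nM camptothecin for at least 48 h at 37 C; viability read as ATP content by CellTiter-Glo luminescence.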
FEN1 inh – human FEN1 inhibition; 390,000 tested, 0.35% active; Recombinant FEN1 flap cleavage, fluorescence, 15 min; Potency, µM (top dose mostly 114 µM), without a hit: at the highest dose activity change, negative = inhibition, actives largely listed as inhibitors; AID 588795; P39748; also: nearly all actives have a fitted effect of over 65% in size
Target sequence (P39748 whole entry, looked up): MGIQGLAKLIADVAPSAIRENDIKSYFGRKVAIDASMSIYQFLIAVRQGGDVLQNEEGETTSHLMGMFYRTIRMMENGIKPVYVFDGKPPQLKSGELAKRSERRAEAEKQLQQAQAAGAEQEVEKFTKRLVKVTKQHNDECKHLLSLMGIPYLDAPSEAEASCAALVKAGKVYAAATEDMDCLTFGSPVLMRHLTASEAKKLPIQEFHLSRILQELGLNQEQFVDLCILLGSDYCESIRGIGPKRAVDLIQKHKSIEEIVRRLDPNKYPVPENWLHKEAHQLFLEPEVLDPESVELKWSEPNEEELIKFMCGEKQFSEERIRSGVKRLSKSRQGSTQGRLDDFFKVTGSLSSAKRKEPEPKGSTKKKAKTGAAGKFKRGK
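Recombinant FEN1 (10 nM) was preincubated with pin-transferred compounds for 15 min at room temperature, then flap DNA substrate (50 nM final) was added. Plates were read at 0 and 15 min, and normalized concentration–response data were fitted to a four-parameter Hill equation.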
N370S GC – inhibits or activates N370S mutant glucocerebrosidase; P04062; N370S GC spleen homogenate, 4MU-glucoside fluorescence; Potency, µM (top dose mostly 59.4 µM), for the others: top-dose activity change, negative = inhibition, actives largely listed as inhibitors; 330,000 tested, 0.092% active; AID 2101;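 also: 0% = full enzyme activity and -100% = no enzyme basal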
Numbers without * were called inactive; ? = inconclusive; / = not tested or not shown; & = joins results of further samples; ! = repeats disagree; [ ] = dose if it differs, or a comment. Calls follow the shape of the dose curve; as a rule, active = well fitted curve in the direction sought with a large enough effect; inconclusive = small, poorly fitted or top-dose-only effect, or another doubt; inactive = no such curve, though single readings can be large; an effect the other way counts as inactive or inconclusive. Unless noted, % is scaled to controls: 0 for no effect and ±100 for the full control effect; potency is read from the fitted curve at half-maximal effect.

SMILES | TDP1 cell CPT | FEN1 inh | N370S GC
C[n+]1c2cc(N)ccc2cc2ccc(N)cc21 | 3.7µM* | 8.9µM* | -3%
CN1CC[C@@]2(CCCN(C(=O)Oc3ccccc3)C2)C1 | 7% | / | -17%
CCn1c(O)c(C=NCCN2CCOCC2)c(=O)n(CC)c1=S | -16% | -21% | -4%
O=c1c2ccccc2nc(/C=C/c2ccc(O)cc2)n1-c1ccc(O)cc1 | ? | 10% | -9%
COC(=O)C1=C(c2ccc(F)cc2OCc2ccccc2)C[C@@H]2CC[C@H]1N2C(=O)NCc1ccc([N+](=O)[O-])cc1 | ? | -14% | /
CCCCC[C@@H](/C=C/C=C\C/C=C\C/C=C\CCCC(=O)O)OO | -23%[0.628 µM] | / | -1%&10%
O=C(c1cc2c(s1)CCCC2)N1CCC2(CC1)OCCO2 | -12% | -4% | 17%
Cc1ccccc1-c1nc2ccccc2c(=O)n1C | 3% | 3% | -18%
COc1ccccc1OCC(=O)N1CCCC(N2CCN(c3ccc(F)cc3)CC2)C1 (stereo not drawn) | -13% | 1% | -6%
COc1ccc(C(=O)Oc2c(CN3CCOCC3)cc(Cl)c3cccnc23)cc1OC | 5µM* | 13%&17% | /
COc1ccc(C=O)cc1 | 17% | 19% | 2%
CC(=O)N1CCN(CC(=O)Nc2ccc(C#N)c(Cl)c2)CC1 | -28% | 2% | 1%
Cc1ccc(CN2C(=O)CN=C(c3ccccc3)c3ccccc32)cc1 | -25% | -18% | ?
Fc1ccc(CCNCc2ccccc2Cl)cc1 | -28% | 14% | 0%
COC(=O)C1=C(c2ccc(S(C)(=O)=O)cc2)C[C@@H]2CC[C@H]1N2C(=O)NCC1CC1 | -11% | 3% | /
Cn1c(O)c(C=Nc2ccccc2-c2ccccc2)c(=O)n(C)c1=O | 2% | -13% | 6%
NS(=O)(=O)c1ccc(-c2ccc(C=C3C(=O)NC(=O)NC3=O)o2)cc1 | -25% | ? | -10%
Cc1nc2ccc(Cl)cc2c(=O)n1-c1ccc([N+](=O)[O-])cc1 | -3% | -8% | 1%
Cc1cccc(C2=NCC(=O)N(CC(=O)NCc3ccco3)c3sc4c(c32)CCCC4)c1 | ? | -4% | 2%
CCOC(=O)c1c(C)n(COCCO)c2ccc(O)cc12 | 5% | -1% | 6%

Seven records picked at random from the list so far:
SMILES | TDP1 cell CPT | FEN1 inh | N370S GC
COC(=O)C1=C(c2ccc(S(C)(=O)=O)cc2)C[C@@H]2CC[C@H]1N2C(=O)NCC1CC1 | -11% | 3% | /
Cc1nc2ccc(Cl)cc2c(=O)n1-c1ccc([N+](=O)[O-])cc1 | -3% | -8% | 1%
Cn1c(O)c(C=Nc2ccccc2-c2ccccc2)c(=O)n(C)c1=O | 2% | -13% | 6%
COc1ccc(C=O)cc1 | 17% | 19% | 2%
Cc1ccc(CN2C(=O)CN=C(c3ccccc3)c3ccccc32)cc1 | -25% | -18% | ?
CC(=O)N1CCN(CC(=O)Nc2ccc(C#N)c(Cl)c2)CC1 | -28% | 2% | 1%
CCOC(=O)c1c(C)n(COCCO)c2ccc(O)cc12 | 5% | -1% | 6%

Other records.
SMILES | TDP1 cell CPT | FEN1 inh | N370S GC
CCCC/C(=N\O)c1c[nH]c2ccccc12 | -26% | -11% | -2%
COc1ccc(NC(=O)Nc2ccc3c(c2)C(=O)N([C@H](C)CO)C[C@H](C)[C@@H](CN(C)S(=O)(=O)c2ccc(F)cc2)O3)cc1 | ? | -5% | /
O=C1NC(=O)N(C2CCCCC2)C(=O)C1C1c2ccccc2C(=O)N1Cc1ccccc1 (stereo not drawn) | -11% | 0% | -18%
COc1ccc(CN2C(=O)NC(=O)/C(=C/c3ccc([N+](=O)[O-])s3)C2=O)cc1 | 10µM* | 14µM* | 2%
COc1cccc(NC(=O)N2CCC3(CC2)OCCO3)c1 | 9% | 5% | 15%
CC(C)Oc1ccc(C2(C#N)CC[N+](C)(C)CC2)cc1 | 10% | -8% | 4%
CCOc1cc2[nH]c(=O)n(CCCCC(=O)N3CCN(c4cccc(Cl)c4)CC3)c(=O)c2cc1OCC | 2.3µM* | -4% | /
COc1ccc(CCNCc2ccc(SC)cc2)cc1 | ? | 7% | -1%
CCN(CC)CC(O)c1ccc(C2CCCC2)cc1 (stereo not drawn) | ? | 1% | -1%
CCCSP1(=S)NCCCO1 (stereo not drawn) | -14% | 0% | 19%
Cc1cc(/C=C2\C(=O)NC(=O)N(c3cccc(Br)c3)C2=O)c(C)n1C | 1% | -6% | -16%
Cn1c(C(=O)O)c(CC(=O)N2CCN(Cc3ccccc3)CC2)c2ccccc21 | -5% | 8% | -6%
Cc1ccc(-c2nn(Cc3ccccc3)cc2C=O)cc1C | ? | 1% | 24%
COc1ccc(Nc2cc(C)c3cc(NC(=O)c4ccccc4Cl)ccc3n2)cc1 | 21µM* | -17% | /
O=c1oc2ccccc2c(O)c1Cc1c(O)c2ccccc2oc1=O | -4%[21.1 µM] | / | -1%
COc1ccccc1OP(=O)(Nc1cccnc1)Oc1ccccc1OC | ? | 3% | -7%
CN1CCN(CCC(C#N)(c2ccccc2)c2ccccc2)CC1 | ? | -3% | -1%
O=C(O)C(Cc1cnc[nH]1)NS(=O)(=O)c1ccc(Cl)cc1 (stereo not drawn) | -21% | -1% | -18%
Cc1cc(N=Nc2ccccc2C)ccc1N | -5% | 2% | -14%
COC(=O)C1=C(c2ccc(F)cc2OCc2ccccc2)C[C@@H]2CC[C@H]1N2C(=O)NC1CC1 | 16µM* | 2% | /
CN1C(=O)C(=Cc2ccc(N3CCOCC3)o2)C(=O)N(C)C1=S | 5% | 2% | 0%
O=C(Nc1ccc(Br)cc1C(=O)c1ccccc1)c1ccccc1 | ? | 1% | /
CC(=NCC1CCCO1)c1c(O)n(-c2ccc(Cl)cc2)c(=O)[nH]c1=O (stereo not drawn) | -20% | 12% | -1%
CNC(=O)O/N=C(/C)SC | -5% | / | 0%
CCOP(=O)(OCC)C(O)c1ccc(OC)cc1OC (stereo not drawn) | 5% | 11% | 5%
CN1CCN(c2cc(N3CCNCC3)ccc2[N+](=O)[O-])CC1 | ? | -9% | ?
O=C1c2cccc3cc([N+](=O)[O-])cc(c23)C(=O)N1c1ccccc1O | 21µM* | 13% | -4%
CN1CCCC1c1ccc(=O)[nH]c1 (stereo not drawn) | 16% | -2% | /
CCC(C(=O)N1C[C@H]2C[C@@H](C1)c1cccc(=O)n1C2)c1ccccc1 (stereo partly drawn) | ? | 52%[activator] | -3%
Cc1ccc(NC(=O)N2CC2)cc1NC(=O)N1CC1 | ? | -4% | /
N#Cc1ccc(NC(=O)CCNC(=O)c2ccco2)cc1Cl | 8% | 13% | -2%
Cc1oc(-c2ccccc2)nc1CN1C(=O)C(C)N=C(c2ccccc2F)c2cc(Cl)ccc21 (stereo not drawn) | ? | 13% | 22%
CN(C)C1(c2nnnn2CCOC(=O)Nc2ccc(Cl)cc2)CCCCC1 | ? | -4% | -3%
CCOc1ccc(NCc2cccn2-c2nnc(N3CCC(C(=O)NC(C)c4ccccc4)CC3)s2)cc1 (stereo not drawn) | 21µM* | -13% | /
Cc1ccc(-n2c(/C=C/c3ccccc3)nc3ccccc3c2=O)cc1C | 16µM* | 2% | /
CC(C)CCn1c(N2CCN(c3cccc(Cl)c3)CC2)nc2c1c(=O)[nH]c(=O)n2C | ? | 1% | 28%
COc1ccc(/C=N/N=C(/N)N[N+](=O)[O-])c(OC)c1 | ? | -4% | 17%
C[C@H]1[C@@H](OS(=O)(=O)O)C[C@@H]2C[C@H]([C@@H](O)c3cc(=O)[nH]c(=O)[nH]3)NC3=NC[C@H]1N32 | 2.3µM* | 6% | /
CCOc1ccc(N=C2SCCCN2C)cc1 | -29% | 1% | 20%
O=C(O)C1(Br)CC12c1ccccc1-c1ccccc12 (stereo not drawn) | 15% | -4% | /
CC1=Nc2ccccc2/C1=C/c1c(O)n(C)c(=O)[nH]c1=O | ? | -4% | 1%
CC1=C2C(=O)C3C(CC=C4CC(O)CCC43C)C2CCC12OC1CC(C)CNC1C2C (stereo not drawn) | -13% | 27% | -5%
CC(=O)c1ccc(OC(=O)N(C)c2ccccc2)cc1 | -17% | -2% | 6%
Cc1cccc(-n2c(O)c(C=NCCCN3CCOCC3)c(=O)[nH]c2=O)c1C | 4% | 3% | -1%
CC(C)N1C(=O)CCC1C(=O)N1CCC2(CC1)OCCO2 (stereo not drawn) | 16% | -4% | 2%
O=C(Cc1ccccc1)N1CCN(C2CCCC2)CC1 | -3% | 0% | 7%
O=C(CN1CCN(Cc2ccc(Cl)cc2)C1=O)N1CCC2(CC1)OCCO2 | 0% | -3% | 10%
C[C@]12CCC3C(CC[C@H]4C[C@H](O)CC[C@]34C)[C@@H]1CC[C@@H]2C(=O)CO (stereo partly drawn) | -24% | / | 18%
COc1ccc(OC)c(CN2CCCC(C(=O)c3sccc3C)C2)c1 (stereo not drawn) | ? | -5% | -6%
CC1CC(C)(O)CC(C(O)CC2CC(=O)NC(=O)C2)C1=O (stereo not drawn) | 0.18µM* | -1% | /

Additional results
SMILES | TDP1 cell CPT | FEN1 inh | N370S GC
CC(=O)c1ccc(NC(=O)N2C[C@H]3C[C@@H](C2)c2cccc(=O)n2C3)cc1 | 21% | 5% | 2%
COc1ccc2c(c1)c(C(=O)O)c(C)n2C(C)C | -14% | 0% | 3%
O=c1c2ccccc2nc(-c2ccc([N+](=O)[O-])cc2)n1-c1ccccc1 | -26% | -1% | 20%
COc1ccc(C2CC(c3c(O)n(CCc4ccccc4)c(=O)[nH]c3=O)=NN2)cc1OC (stereo not drawn) | -25% | -11% | 7%
COCCn1c(O)c(/C=N/NC(=O)CSC(=S)N2CCCC2)c(=O)[nH]c1=S | -7% | -15% | /
COc1ccccc1CNC(=O)CCC(=O)N1C[C@H]2C[C@@H](C1)c1cccc(=O)n1C2 | 4% | 2% | -9%
C=CCn1c(O)c(C=Nc2c(C)n(C)n(-c3ccccc3)c2=O)c(=O)[nH]c1=O | -1% | -2% | 5%
CCN(c1ccc(C(O)(C(=O)OC)C(F)(F)F)cc1)S(=O)(=O)c1ccccc1 (stereo not drawn) | ? | 2% | 3%
C[C@]12CCC3C(CC[C@H]4C[C@@H](O)CC[C@]34C)C1CC[C@@H]2O (stereo partly drawn) | -6% | 1% | /
O=C1NC(=O)C2(C(=O)N1)C(c1ccc(F)cc1)NC(=S)NC2c1ccc(F)cc1 (stereo not drawn) | -16% | 4% | 1%
CCOP(=O)(OCC)c1ccc(O)cc1 | -28% | -6% | 24%
CSc1nc(C)c(Br)c(N2CC2)n1 | -25% | -4% | /
COC(=O)C1=C(c2ccc(Cl)c(C(F)(F)F)c2)C[C@@H]2CC[C@H]1N2C(=O)NCC1CC1 | 15µM* | -10% | /
COc1cc(C(=O)NC2CC3CCCC(C2)N3CC(=O)Nc2ccccc2)cc(OC)c1OC (stereo not drawn) | ? | -18% | 5%
C[C@H]1C(=O)O[C@@H]2CCN3CC=C(COC(=O)[C@](C)(O)[C@]1(C)O)[C@H]23 | 12µM*! | 13% | -3%
C=CCn1c(O)c(/C(C)=N/N2CCN(C)CC2)c(=O)[nH]c1=O | -3% | -9% | -15%
Cn1c(=O)oc2cc(S(=O)(=O)N3CCC(C(=O)N4CCN(c5ccccc5)CC4)CC3)ccc21 | ? | -4% | -1%
O=C(N/N=C/c1c(O)n(CCc2ccccc2)c(=O)[nH]c1=O)c1ccncc1 | -7% | -2% | -7%
OCC1CO1 (stereo not drawn) | 16% | -13% | 3%
O=C(OCc1cc(=O)n2nc(C3CC3)sc2n1)c1ccc(NC(=O)c2ccccc2Cl)cc1 | ? | 1% | /
S=C=Nc1ccccn1 | -24% | -6% | -6%
O=P(/C(=N/O)N1CCOCC1)(N1CCOCC1)N1CCOCC1 | 4% | 4% | 3%
COC1=CC(=O)OC(/C=C/c2ccccc2)C1 (stereo not drawn) | 4% | -4% | 6%&0%
CC(C)N1CCC2(CC1)NC(CO)(CO)CO2 | -11% | -1% | 2%
COc1cc2c(cc1O)C[C@H]1NCCc3cc4c(c-2c31)OCO4 | 18µM* | 10µM* | -11%
CN(C)CCN=Cc1c(O)n(C2CCCCCC2)c(=O)[nH]c1=O | -6% | 3% | -10%
CN(C)C(=O)Oc1ccc2c(c1)O/C(=C\c1cccc([N+](=O)[O-])c1)C2=O | 5% | -6% | -18%
CN1C2CCC1C(C(=O)O)C(O)C2 (stereo not drawn) | -22% | -7% | /
O=C(c1ccc2c(c1)OCO2)C1CCCN(Cc2ccc(F)c(F)c2)C1 (stereo not drawn) | -19% | -5% | -9%
COC(=O)COc1cc(Cl)c(Cl)cc1Cl | 17% | / | 4%

An excerpt; rates above refer to the full screens.
